Assay outcomes as filed in PubChem BioAssay.
Tb PFK block: inhibitors of T. brucei phosphofructokinase; hit rate 0.17% among 330,000; AID 485367; Potency, µM (highest dose often 57.5 µM), inactives show at the top dose activity, negative = inhibition, usual class: inhibitors; T. brucei PFK, ADP-Glo luminescence;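 further: potency means the concentration at half of the fitted maximal effect; 0% = uninhibited 1x PFK enzyme wells and -100% = no-enzyme wells; nearly all actives have a fitted effect of over 60% in size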
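Luminescent ADP detection (ADP-Glo, two-step: ATP depletion then ADP-to-ATP conversion for luciferase) reported PFK activity after 45 min room-temperature reaction of 1.25 nM enzyme with 0.5 mM F6P and 0.1 mM ATP at pH 8.0.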
MLL CXXC-DNA inh: blocks binding of human MLL CXXC domain to DNA; MLL-CXXC / FITC-HOXA9 DNA fluorescence polarization; AID 2662; hit rate 0.037% among 290,000; Potency, µM (doses to about 115 µM), for inactives: at the highest dose activity change, negative = inhibition, usual class: inhibitors; Q03164; active means well fitted inhibition curve with a large enough effect in the polarisation, with a control signal flat, not every such curve was filed as active; inconclusive means small, poorly fitted or top-dose-only effect, or effect the other way, or a change in a side signal; inactive means no such curve, though single readings can be large or run the other way; the % refers to the polarisation; further: potency means the concentration at half of the fitted maximal effect
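Fluorescence polarization: 7 uM MLL-CXXC (stock) preincubated 5 min with compounds, then 50 nM fluorescein-HOX-A9 DNA (stock) added; 30 min ambient. Buffer 50 mM Tris-HCl pH 7.5, 50 mM NaCl, 1 mM DTT, 0.05% BSA.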
A-T KAP1 phos: potential ataxia-telangiectasia treatments restoring KAP-1 phosphorylation; Potency, µM (highest dose often 57.5 µM), without a hit: top-dose activation, hits mostly activators; hit rate 0.19% among 320,000; AID 485349; […] A-T fibroblasts, KAP-1 phosphorylation AlphaLISA; neocarzinostatin DNA damage 30 min before lysis; further: potency means the concentration at half of the fitted maximal effect; % of control where 0% means no effect; nearly all actives have a fitted effect of over 45% in size
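ATM-like activity read as KAP-1 phosphorylation via AlphaLISA donor/acceptor antibody pairs after lysis and 6 hr at 25C. Cells were ATM-null patient fibroblasts ([…], hTERT), dosed 60 min, then exposed to the DSB inducer NCS for 30 min.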
TCR activator: activates T cell receptor signaling; Potency, µM (highest dose often 9.22 µM), for the others: top-dose activation of IL-2 secretion, actives largely listed as activators; AID 504894; primary human leukocytes, anti-CD3, IL-2 HTRF, 48 h; 330,000 tested, under 10 active; further: % of control where 0% means no effect
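IL-2 produced over 48 hr by a-CD3 bead-stimulated primary human leukocytes exposed to compounds was detected with a homogeneous time-resolved FRET immunoassay, 665nm acceptor signal after 320nm excitation.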
FBPA coupling cs: inhibits coupling enzyme system, counter-screen for aldolase hits; AID 2472; activity change, negative = inhibition, % at 58.2 µM, hits read low; coupling enzyme system counterscreen, AmpLite Red fluorescence; hit rate 0.67% among 290,000; in the data active means activity change below about -30%; further: on the % scale 0 is the no-effect control and ±100 the full control effect
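Activity here indicates interference with the coupling reaction, not aldolase inhibition. Compounds at 57.5 uM final met coupling enzymes for 10 min at RT; substrate and AmpLite Red detection followed, with a 525/598 nm fluorescence read after 20 min.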
hERG WT inh: blocks the wildtype human KCNH2 potassium channel; hit rate 0.37% among 340,000; U2OS, BacMam KCNH2, thallium flux FluxOr; active compounds read low; AID 720551; activity change, % at 1.84 µM; Q12809;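 active means maximum activity change below -70%; inconclusive means maximum activity change between -70% and -50%; inactive means maximum activity change above -50%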; further: on the % scale 0 is the no-effect control and ±100 the full control effect
Target sequence (Q12809 whole entry, looked up): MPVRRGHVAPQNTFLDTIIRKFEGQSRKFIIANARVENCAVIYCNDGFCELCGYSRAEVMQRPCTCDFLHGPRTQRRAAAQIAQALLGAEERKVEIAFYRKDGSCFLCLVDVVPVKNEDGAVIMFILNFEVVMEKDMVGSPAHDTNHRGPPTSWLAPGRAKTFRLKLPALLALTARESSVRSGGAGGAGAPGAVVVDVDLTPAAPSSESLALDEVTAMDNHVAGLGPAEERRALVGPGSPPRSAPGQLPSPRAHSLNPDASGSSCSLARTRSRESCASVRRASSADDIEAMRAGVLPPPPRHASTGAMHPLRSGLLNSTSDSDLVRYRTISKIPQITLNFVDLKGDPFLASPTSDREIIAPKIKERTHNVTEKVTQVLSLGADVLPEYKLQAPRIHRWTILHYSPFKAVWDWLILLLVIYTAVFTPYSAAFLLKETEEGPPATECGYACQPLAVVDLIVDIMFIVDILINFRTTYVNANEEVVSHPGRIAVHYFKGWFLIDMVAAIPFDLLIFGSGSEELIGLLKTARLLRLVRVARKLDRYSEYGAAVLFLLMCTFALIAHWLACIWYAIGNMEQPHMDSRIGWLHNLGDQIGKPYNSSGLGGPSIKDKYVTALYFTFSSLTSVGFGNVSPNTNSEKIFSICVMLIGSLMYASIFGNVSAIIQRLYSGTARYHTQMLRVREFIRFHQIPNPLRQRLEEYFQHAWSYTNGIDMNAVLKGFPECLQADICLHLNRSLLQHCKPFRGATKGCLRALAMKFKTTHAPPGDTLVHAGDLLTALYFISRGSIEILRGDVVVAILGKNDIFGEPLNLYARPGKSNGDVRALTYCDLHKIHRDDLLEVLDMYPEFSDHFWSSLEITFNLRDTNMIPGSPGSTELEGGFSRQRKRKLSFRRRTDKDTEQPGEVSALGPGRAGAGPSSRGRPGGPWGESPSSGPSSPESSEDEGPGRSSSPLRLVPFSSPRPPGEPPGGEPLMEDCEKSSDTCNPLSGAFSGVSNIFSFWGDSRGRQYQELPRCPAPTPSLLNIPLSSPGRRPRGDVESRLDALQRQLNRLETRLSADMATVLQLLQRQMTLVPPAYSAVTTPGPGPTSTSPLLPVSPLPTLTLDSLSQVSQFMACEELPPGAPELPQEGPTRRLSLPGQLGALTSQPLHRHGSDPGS
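U2OS cells transduced with wild-type KCNH2 virus are loaded with FluxOr dye for 45 min, and thallium flux is measured in kinetic reads before and after stimulation buffer. Rate constants are normalized to DMSO controls.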
TSHR antagonist: human thyrotropin receptor antagonism. P16473. TSHR-expressing cells, TSH-stimulated cAMP HTRF, 2 h; active compounds read low. activity change, negative = inhibition, % at 11.5 µM. hit rate 0.2% among 330,000;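 active means activity change below a set negative limit, meaning inhibition stronger than a set level, cut at about -70% in these data; inconclusive means activity change between two set negative limits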; further: on the % scale 0 is the no-effect control and ±100 the full control effect
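Freshly harvested TSHR cells receive pin-tooled compound, then EC80 TSH at 4nM final. After 2 hours at 37 deg C, antibody in lysis buffer and cAMP-d2 are added; 30 minutes at ambient temperature precede the HTRF read.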
BCR signal inh: chronic active BCR signaling inhibition. Potency, µM (top dose mostly 46.1 µM), without a hit: at the highest dose ratio change, negative = lower green/red ratio, actives largely listed as inhibitors. ABC-DLBCL IkBa-CBG/CBR reporter, luminescence ratio, 4 h. hit rate 0.05% among 340,000. AID 493014; active means well fitted inhibition curve with a large enough effect in the signal ratio, with a control signal flat, not every such curve was filed as active; inconclusive means small, poorly fitted or top-dose-only effect, or effect the other way, or a change in a side signal; the % refers to the signal ratio;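 further: potency means the concentration at half of the fitted maximal effect; plate controls were basal doxycycline-induced cells for no effect and cells given 10 µM MG132 for full effect; MG132 reads +100%, hits lower the ratio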
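Doxycycline induced both beetle luciferases in TMD8 lymphoma cells; IKK-driven degradation limits the IkappaBalpha-fused green signal, while red luminescence normalises for cell number and nonspecific effects. Compounds tested up to 46 uM, 4 hrs.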
GALK inhibitor: galactokinase (human) inhibition. P51570. Purified GALK, Kinase-Glo residual ATP luminescence. Potency, µM (titrated, usually from 57.5 µM), for inactives: top-dose activity change, negative = inhibition, actives largely listed as inhibitors. hit rate 0.007% among 270,000; further: potency means the concentration at half of the fitted maximal effect; on the % scale 0 is the no-effect control and ±100 the full control effect
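The enzyme phosphorylates galactose (100 uM) using ATP (35 uM); inhibition is detected as higher residual ATP, quantified by bioluminescence after 1 h reaction at room temperature, pH 8.0.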
Giardia killer: kills Giardia lamblia | Giardia lamblia trophozoite viability | hit rate 0.15% among 340,000 | activity change, % at 7.66 µM, hits read low; in the data active means activity change below about -80%; inconclusive means between about -30% and that limit;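 further: parasites exposed to compound for two days anaerobically before the ATP read; on the % scale 0 is the no-effect control and ±100 the full control effect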
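Media and compound were dispensed first, then trophozoites at 100 cells/well; plates sat 48 hrs at 37 deg C without oxygen before ATP luminescence reagent was added and read after 15-30 min at room temperature.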
The depositor's hits bear a star; i = inactive; ? = inconclusive; / = no result given; [ ] = remark or other dose. Unless noted, the call rests on the fitted dose curve; in most records, active means well fitted curve in the direction sought with a large enough effect; inconclusive means small, poorly fitted or top-dose-only effect, or another doubt; inactive means no such curve, though single readings can be large; an effect the other way counts as inactive or inconclusive. Hits appear at their usual frequency (roughly 1.6% active in at least one column).

SMILES | Tb PFK block | MLL CXXC-DNA inh | A-T KAP1 phos | TCR activator | FBPA coupling cs | hERG WT inh | TSHR antagonist | BCR signal inh | GALK inhibitor | Giardia killer
CCNC(=O)c1sc(-c2ccccc2)nc1C | -5% | -5% | 6% | 1% | 0 | -10 | -6 | ? | 0% | 3
Cc1nn2cc(-c3ccc(Cl)cc3)nc2s1 | 1% | 13% | -6% | 1% | 1 | 0 | -10 | 0% | 1% | -22
CCOC(=O)c1ccc(NC(=O)CSc2nnc(C)n2-c2ccccc2)cc1 | -4% | 7% | -5% | 10% | 1 | -8 | 2 | -1% | -3% | -1
CC(=O)c1ccc(O)c(CO)c1 | -1% | 5% | 3% | 0% | 1 | -2 | 1 | -5% | -4% | 0
CC(C)[C@H](NC(=O)c1ccccc1F)C(=O)NCc1ccc(S(N)(=O)=O)cc1 | 2% | 15% | 3% | 2% | 4 | 2 | 10 | 1% | 9% | -2
COc1ccc(CC(=O)NCC(=O)NCc2cc(=O)n(C)c(=O)n2C)cc1 | 2% | -2% | 2% | -5% | -1 | 2 | 1 | -2% | 0% | 2
CC(C)C[C@H](NC(=O)OC(C)(C)C)C(=O)N1CCC(C(=O)O)CC1 | 1% | 2% | 0% | 3% | -2 | 1 | 4 | -9% | -2% | -9
COc1cc2c(cc1OC)C(C)N(C(=O)Cn1ncc3c1-c1cc(C)ccc1OC3)CC2 (configuration not stated) | -8% | -8% | 4% | 0% | 0 | 0 | -8 | -12% | -1% | -15
CSCCC(N=CC1=C(O)CC(C)(C)CC1=O)C(=O)O (configuration not stated) | 10% | -1% | 1% | 11% | 0 | -47 | 3 | 8% | -2% | -5
CCOc1cc(C2C(C(=O)OC)=CN(C3CCCC3)C=C2C(=O)OC)cc(Br)c1O | 19% | 18% | 6% | -2% | 0 | 2 | 4 | -2% | -4% | -13
COc1ccc(OCC(=O)Nc2ccc(S(=O)(=O)N3CCOCC3)cc2)cc1 | -11% | 5% | 7% | 4% | -1 | -13 | -6 | -5% | -2% | -6
O=C(CCC(=O)Nc1ccc(F)cc1)N/N=C/c1ccc(O)cc1O | -2% | 18% | -2% | 3% | 2 | i | -5 | ? | -1% | 7

Full records from above.
CCNC(=O)c1sc(-c2ccccc2)nc1C is listed as Tb PFK block = -5%; MLL CXXC-DNA inh = -5%; A-T KAP1 phos = 6%; TCR activator = 1%; FBPA coupling cs = 0; hERG WT inh = -10; TSHR antagonist = -6; BCR signal inh = ?; GALK inhibitor = 0%; Giardia killer = 3
COc1ccc(OCC(=O)Nc2ccc(S(=O)(=O)N3CCOCC3)cc2)cc1 is listed as Tb PFK block = -11%; MLL CXXC-DNA inh = 5%; A-T KAP1 phos = 7%; TCR activator = 4%; FBPA coupling cs = -1; hERG WT inh = -13; TSHR antagonist = -6; BCR signal inh = -5%; GALK inhibitor = -2%; Giardia killer = -6

Other compounds follow:
SMILES | Tb PFK block | MLL CXXC-DNA inh | A-T KAP1 phos | TCR activator | FBPA coupling cs | hERG WT inh | TSHR antagonist | BCR signal inh | GALK inhibitor | Giardia killer
COc1ccc(-n2c(Cn3c(=O)sc4ccccc43)nnc2SCC(=O)N2CCOCC2)cc1 | 1% | 5% | 2% | -2% | 3 | 3 | -1 | 13% | 2% | 3
COc1cc(NC(=O)CSc2nnnn2Cc2ccc3c(c2)OCO3)cc(OC)c1 | -6% | 4% | / | 6% | 0 | 5 | -16 | ? | 1% | -17
CCOc1cc(CN2CCCC(C(=O)c3cccc(C(F)(F)F)c3)C2)ccc1O (configuration not stated) | -6% | -4% | 2% | 2% | -3 | 43 | -3 | ? | 6% | -3
O=S(=O)(NC12CC3CC(CC(C3)C1)C2)c1ccc(F)cc1 | -3% | -1% | 4% | -1% | 2 | 13 | -14 | ? | -4% | 23
CCOC(=O)N1CCC(N2Cc3cccc(C(=O)NCc4ccccn4)c3C2=O)CC1 | 2% | -2% | 11% | -2% | 1 | -7 | -10 | 5% | 2% | 50[activator]
Cc1cc(NS(=O)(=O)c2ccc(NC(=O)c3cnc(Cl)c(Cl)c3)cc2)nc(C)n1 | 8% | / | -10% | / | / | 0 | 5 | 3% | / | -12
COc1cc(NC(=O)c2ccc3c(c2)OCCO3)ccc1NC(=O)c1ccco1 | 0% | -4% | 0% | 4% | 1 | i | -9 | ? | 1% | -12
COc1ccc(N(CC(=O)NCc2ccncc2)S(=O)(=O)c2ccccc2[N+](=O)[O-])c(OC)c1 | 0% | 2% | 2% | 3% | 1 | -6 | -8 | 4% | 2% | 0
COC(=O)c1ccc(CNC(=O)c2cc3ccccc3oc2=O)cc1 | 0% | 0% | -2% | 3% | 3 | 7 | 0 | 4% | 12% | -11
CN(C)S(=O)(=O)c1ccc(NC(=O)c2ccc3ncsc3c2)cc1 | 2% | -7% | 2% | 2% | 2 | -9 | -7 | ? | 7% | -12
CCc1ccc(NC(=O)CSc2ccc(-c3sc(C)nc3C)nn2)cc1 | 0% | -1% | 1% | 8% | / | 0 | -11 | 2% | -1% | 11
Cc1ccc(Cl)cc1N1CCN(CC(O)COCc2ccco2)CC1 (configuration not stated) | 0% | 1% | -2% | -4%[46.1 µM] | -2 | 66 | 8 | -7% | 2% | -20

2 neighbouring records already listed, for reference:
SMILES | Tb PFK block | MLL CXXC-DNA inh | A-T KAP1 phos | TCR activator | FBPA coupling cs | hERG WT inh | TSHR antagonist | BCR signal inh | GALK inhibitor | Giardia killer
COc1cc(NC(=O)c2ccc3c(c2)OCCO3)ccc1NC(=O)c1ccco1 | 0% | -4% | 0% | 4% | 1 | i | -9 | ? | 1% | -12
COc1ccc(N(CC(=O)NCc2ccncc2)S(=O)(=O)c2ccccc2[N+](=O)[O-])c(OC)c1 | 0% | 2% | 2% | 3% | 1 | -6 | -8 | 4% | 2% | 0

Next section.
SMILES | Tb PFK block | MLL CXXC-DNA inh | A-T KAP1 phos | TCR activator | FBPA coupling cs | hERG WT inh | TSHR antagonist | BCR signal inh | GALK inhibitor | Giardia killer
N#C/C(=C(/O)COc1cccc2ccccc12)c1nc2ccccc2[nH]1 | 0% | 31%[activator] | -1% | 4% | 2 | -11 | -12 | -1% | -5% | 6
Cc1ccc(C(=O)OCC(=O)N2CCCC2)cc1 | 0% | 9% | 10% | 9% | 0 | 1 | -4 | -4% | 1% | 0
N#CNc1nc(O)cc(=O)[nH]1 | 13% | -7% | 5% | 2% | -14 | -5 | -1 | 0% | / | 49[activator]
O=C(CC(Cc1ccccc1)C(=O)O)NCCc1ccc2c(c1)OCO2 (configuration not stated) | 1% | -5% | 6% | 1% | -1 | -3 | -4 | ? | 6% | 26
COc1cccc(N(C(=O)CCl)C(C(=O)NCCc2ccccc2)c2cccs2)c1 (configuration not stated) | -1% | -1% | 11% | 5% | 4 | -2 | -3 | ? | 0% | -5
CC(C)Cc1nnc(NC(=O)CCN2C(=O)c3ccccc3C2=O)s1 | -1% | -7% | 7% | 7% | -1 | 3 | 0 | 6% | 3% | -1
COc1ccccc1NC(=O)c1cccc(S(=O)(=O)N2CCOCC2)c1 | -2% | 6% | 2% | 5% | 2 | -2 | -11 | -2% | 7% | -9
COc1ccccc1C(=O)NCc1nnc(SCC(=O)Nc2nccs2)n1C | 2% | 1% | -6% | 4% | -1 | -5 | 3 | ? | 1% | -12
O=C(CCS(=O)(=O)c1cccc2nsnc12)N1CCN(C(=O)c2ccco2)CC1 | -18% | 0% | -1% | -1% | 2 | -1 | 2 | 1% | 0% | -10
Oc1cccc2ccc(N3CCOCC3)nc12 | 1% | 5% | -5% | 2% | 2 | -2 | 2 | ? | 1% | 12
Cc1cccc(NC(=O)c2cc(=O)n(Cc3ccccc3)c(=O)[nH]2)c1 | -3% | 0% | 1% | -4% | 3 | i | -5 | 2% | 1% | -15
COCCn1c(SCC(=O)c2ccc3c(c2)OCCO3)nnc1-c1ccco1 | 14% | -4% | 0% | / | 1 | 0 | -3 | 4% | 2% | 3
Cc1noc(C)c1Cc1c(Cl)cccc1Cl | 4% | -1% | 0% | -1% | -2 | -1 | 6 | -3% | -1% | -19
CCn1cc(CNCc2cn(-c3ccccc3C)nc2-c2ccc(OC)c(F)c2)cn1 | 1% | 2% | 4% | 1% | 2 | 2 | 3 | -11% | 14% | -8
Cc1ccccc1OCCNC(=O)CNC(=O)c1ccccc1O | -6% | -3% | 7% | 6% | -1 | ? | 1 | 6% | 1% | -2
Cc1cc(F)ccc1S(=O)(=O)N1CCCOC1CNC(=O)C(=O)NCC(C)C (configuration not stated) | -1% | 13% | 6% | 5% | / | -2 | -9 | ? | -5% | -3
